PAFAH2 inh = inhibitors of human PAFAH2 | Q99487 | recombinant PAFAH2, FP-rhodamine activity probe, fluorescence polarization | inhibition, % at 3.39 µM | hit rate 0.99% among 340,000;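 active = inhibition above the mean over all tested compounds plus 3 SD, cut at about 30% in these data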;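 also: inhibitors block probe labeling of enzyme so polarization drops; 0% = enzyme with DMSO and 100% = wells lacking PAFAH2 protein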
PAFAH1B2 inh = inhibitors of human PAFAH1B2; P68402; recombinant PAFAH1B2, FP-rhodamine activity probe, fluorescence polarization; inhibition, % at 3.39 µM; hit rate 1.2% among 340,000; AID 492953;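 active = inhibition above the mean of all tested compounds plus 3 SD, cut at about 24% in these data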;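 also: 0% = enzyme with DMSO and 100% = wells lacking PAFAH1B2; many of its hits are not listed in these tables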
GSTO1 inh = GSTO1 inhibition, counter-screen for RBBP9 inhibitors. inhibition, % at 5.96 µM. P78417. AID 1974. hit rate 1.1% among 300,000. recombinant GSTO1, activity-based probe fluorescence polarization;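 active = inhibition above the campaign mean inhibition plus 3 SD, cut at about 35% in these data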;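 also: 0% = GSTO1-1 with DMSO and 100% = wells lacking GSTO1-1 enzyme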
PAFAH1B3 FP inh = PAFAH1B3 (human) inhibition; Q15102; recombinant PAFAH1B3, FP-rhodamine probe, fluorescence polarization; inhibition, % at 3.39 µM; hit rate 0.28% among 340,000; AID 492972;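 active = inhibition above the screen-wide average of all tested compounds plus 3 SD, cut at about 25% in these data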;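 also: 0% = enzyme with DMSO only and 100% = wells lacking PAFAH1B3 protein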
pPAFAH FP inh = pPAFAH (human) enzyme inhibition; Q13093; recombinant pPAFAH, FP-rhodamine probe fluorescence polarization; inhibition, % at 3.39 µM; hit rate 1.5% among 330,000;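 active = inhibition above the mean inhibition across the screen plus 3 SD, cut at about 25% in these data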;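 also: inhibitors block binding of the rhodamine activity-based probe so polarization drops; 0% = enzyme with DMSO and 100% = wells lacking pPAFAH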
PREPL inhibitor = human PREPL enzyme inhibition | Q4J6C6 | recombinant PREPL, fluorescence polarization activity-based probe | inhibition, % at 5.96 µM | hit rate 0.68% among 320,000; in the data active = inhibition above about 43%;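 also: 0% = enzyme with DMSO and 100% = wells lacking enzyme; many of its hits are not listed in these tables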
PAD4 FP inh = blocks human protein arginine deiminase 4 | hit rate 0.41% among 330,000 | recombinant PAD4, RCA probe fluorescence polarization | inhibition, % at 6.36 µM;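 active = percent inhibition above a cutoff equal to the mean of all tested compounds plus 3 SD, cut at about 15% in these data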;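 also: 0% = PAD4 with RCA probe and DMSO and 100% = probe without PAD4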
Target sequence (Q9UM07 whole entry, looked up): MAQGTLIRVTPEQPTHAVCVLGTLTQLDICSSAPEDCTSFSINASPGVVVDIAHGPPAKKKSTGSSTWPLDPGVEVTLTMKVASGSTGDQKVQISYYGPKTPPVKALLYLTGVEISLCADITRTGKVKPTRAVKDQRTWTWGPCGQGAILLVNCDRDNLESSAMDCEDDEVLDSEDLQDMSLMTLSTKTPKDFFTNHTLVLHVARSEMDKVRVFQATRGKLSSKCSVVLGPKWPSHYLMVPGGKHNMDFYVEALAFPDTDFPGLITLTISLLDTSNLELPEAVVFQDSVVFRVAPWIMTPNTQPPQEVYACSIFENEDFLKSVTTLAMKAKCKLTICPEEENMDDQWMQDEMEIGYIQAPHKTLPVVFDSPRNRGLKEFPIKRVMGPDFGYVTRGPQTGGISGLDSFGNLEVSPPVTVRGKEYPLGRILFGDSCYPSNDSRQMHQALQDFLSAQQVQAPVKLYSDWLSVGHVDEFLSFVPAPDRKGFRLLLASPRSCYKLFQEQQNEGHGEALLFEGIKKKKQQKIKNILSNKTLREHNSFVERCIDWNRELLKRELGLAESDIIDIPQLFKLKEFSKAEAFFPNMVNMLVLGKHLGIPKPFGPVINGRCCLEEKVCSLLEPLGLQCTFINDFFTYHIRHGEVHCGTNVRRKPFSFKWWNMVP
LYPLA1 counter = blocks human lysophospholipase 1, a PME1 counter-screen; inhibition, % at 5.9 µM; recombinant LYPLA1, FP-Rh probe fluorescence polarization; O75608; hit rate 0.16% among 320,000;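 active = inhibition above the mean of all tested compounds plus 3 SD, set per campaign, cut at about 14% in these data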;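 also: inhibitors block serine hydrolase probe labeling of LYPLA1 so polarization falls; 0% = enzyme with DMSO and 100% = wells lacking LYPLA1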
Target sequence (O75608 whole entry, looked up): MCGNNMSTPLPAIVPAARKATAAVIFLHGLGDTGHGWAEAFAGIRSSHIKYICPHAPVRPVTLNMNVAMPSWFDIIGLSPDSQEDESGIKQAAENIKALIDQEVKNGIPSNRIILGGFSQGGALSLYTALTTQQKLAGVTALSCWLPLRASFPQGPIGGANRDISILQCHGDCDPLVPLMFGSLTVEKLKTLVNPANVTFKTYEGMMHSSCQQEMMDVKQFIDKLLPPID
LYPLA2 inh = counter-screen for PME1 inhibitors: inhibitors of human LYPLA2 | recombinant LYPLA2, FP-Rh probe fluorescence polarization | O95372 | hit rate 0.38% among 320,000 | inhibition, % at 5.9 µM | AID 2177;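 active = inhibition above the screen-wide mean plus 3 SD, limit set per campaign, cut at about 26% in these data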;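 also: 0% = LYPLA2 with DMSO and 100% = wells lacking LYPLA2 enzyme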
An asterisk follows results filed as active; nt = no result given.

SMILES | PAFAH2 inh | PAFAH1B2 inh | GSTO1 inh | PAFAH1B3 FP inh | pPAFAH FP inh | PREPL inhibitor | PAD4 FP inh | LYPLA1 counter | LYPLA2 inh
COCc1nnc(SCC(=O)NC(C)c2ccccc2)n1-c1ccccc1 (configuration not stated) | 6 | -2 | -3 | 3 | 1 | 13 | 4 | 2 | -1
Cc1onc(-c2c(F)cccc2Cl)c1C(=O)NCc1ccco1 | -4 | 0 | 8 | 8 | 3 | -2 | 3 | 2 | -1
O=C(N/N=C(\c1ccccc1)c1ccccn1)c1cccc([N+](=O)[O-])c1 | 6 | 5 | -7 | 11 | -1 | 3 | 0 | 6 | 5
O=C(NC1CCCCC1)C(c1ccc2ncccc2c1)N(Cc1ccc2c(c1)OCO2)C(=O)c1cccs1 (configuration not stated) | 12 | 3 | -5 | -4 | 6 | 1 | -2 | -1 | 3
CNC(=O)c1c(NC(=O)c2ccc(S(=O)(=O)N(C)c3ccccc3)cc2)sc2c1CCN(C(C)C)C2 | nt | nt | -3 | nt | 8 | 12 | -5 | -1 | 2
Cc1cnc(C(=O)OCc2nc3ccsc3c(=O)[nH]2)cn1 | 10 | -3 | nt | 2 | 10 | 11 | 2 | -8 | -3
Cc1ccc(C)c(OCC(=O)NCCNC(=O)COc2cc(C)ccc2C)c1 | -7 | 3 | -1 | 3 | -1 | 0 | -3 | 0 | 3
COc1ccc(C)cc1NC(=O)C1CCN(S(=O)(=O)c2ccc3c(c2)C(C)(C)C(=O)N3C)CC1 | 1 | 0 | -6 | 1 | -7 | 11 | 0 | 0 | -6
O=C/C(=C\Nc1ccccn1)c1nc2cc(Cl)ccc2o1 | 3 | -1 | -34 | 12 | 11 | 11 | -6 | -6 | -1
O=C(C[n+]1ccccc1)N/N=C/c1cc(Br)cc(Br)c1O | -6 | -2 | 4 | 0 | -2 | 10 | -5 | 2 | 2
Cc1cc(C)c2c(N)c(C(=O)NCc3ccco3)sc2n1 | 2 | 3 | 6 | 7 | 6 | 1 | -3 | 3 | 1
O=C(NCCC1=CCCCC1)c1cc(COc2ccc(F)cc2Cl)on1 | -4 | 4 | 2 | 6 | 3 | 10 | -5 | -3 | -5
c1ccc(Cn2c(-c3ccccc3)c[n+]3c2SCCC3)cc1 | -7 | 9 | 3 | 8 | 1 | 17 | 1 | 1 | 8
O=C(COc1nsnc1N1CCOCC1)N/N=C/c1ccccc1O | 6 | 5 | 9 | 4 | 3 | 2 | 4 | -1 | 6
Cc1nnc(SCc2nc3sc4c(c3c(=O)[nH]2)CCCC4)[nH]c1=O | 12 | 3 | -3 | 8 | 5 | -4 | 0 | -4 | -4
O=c1[nH]c(C2CCN(S(=O)(=O)c3cccc(C(F)(F)F)c3)CC2)nc2c1nnn2Cc1cccc(F)c1 | 9 | 4 | 8 | 2 | 2 | 7 | 1 | -3 | -4
Cc1cccc(N2CCN(C(=O)C3(S(=O)(=O)c4ccc(Cl)cc4)CC3)CC2)c1C | -1 | 3 | 0 | 5 | -3 | -9 | 0 | 0 | 1
CCn1cc(C(=O)NCCC(=O)NCCCO)c(=O)c2cc3c(cc21)OCO3 | 0 | -1 | 0 | 4 | 8 | 3 | -3 | -3 | -2
Cn1c(CNC(=O)c2ccc(F)cc2)nc2ccccc21 | 0 | 4 | -2 | -1 | 5 | 0 | -3 | 0 | -5
Cc1ccc(C(=O)OCC(=O)Nc2sc3c(c2C#N)CCCC3)cc1NC(=O)c1ccco1 | 13 | -3 | 1 | -25 | 21 | 4 | -13 | -21 | -38
c1ccc2c(c1)CCCN2Cc1nnnn1C1CCCC1 | 3 | 3 | -2 | 7 | 8 | 3 | -17 | 3 | 7
O=S(=O)(c1ccc(F)cc1)N1CCN(Cc2cc3c(cc2Br)OCCO3)CC1 | 6 | 6 | nt | -1 | -10 | 3 | -2 | -2 | -6
Cc1ccc(NS(=O)(=O)c2csc(C(N)=O)c2)cc1C | 2 | 6 | 16 | 1 | 11 | -3 | -4 | 3 | -2
Cc1cc(CN2CCCCC2)oc1C(=O)O | 3 | 1 | 0 | -6 | -1 | 12 | 3 | -2 | -2
CCOC(=O)N1CCN(C(=S)Nc2cccc(C)c2)CC1 | 6 | 3 | -2 | 6 | 4 | -8 | -9 | 1 | 5
CC/C(O)=C1\C(=O)CC(c2ccccc2)CC1=NCCc1c(C)[nH]c2ccc(C)cc12 (configuration not stated) | 2 | -4 | 6 | 3 | 4 | 19 | 2 | -3 | 0
O=C(Cc1ccccc1)NC(Nc1cccc2ccccc12)C(Cl)(Cl)Cl (configuration not stated) | -7 | -1 | 5 | -2 | 6 | 2 | -3 | -7 | -9
C=CCn1c(SCC(=O)Nc2nnc(CC)s2)nnc1-c1ccncc1 | -2 | 1 | 0 | 1 | -2 | 5 | 2 | 6 | 5
C=CCSc1n[nH]c(=O)n1-c1cccc(C(F)(F)F)c1 | -7 | 1 | -2 | -1 | -2 | 4 | -6 | 2 | 3
NC(=O)CCN1CCN(C(=O)c2ccc3nc(Cc4cccc(Cl)c4)oc3c2)CC1 | -1 | 0 | -2 | 4 | 4 | 22 | -3 | 2 | 4
CCCn1c(=O)c2ccccc2n2c(SCCOc3ccccc3)nnc12 | -4 | 5 | 1 | 4 | 0 | 11 | 2 | 2 | 4
COCCCNC(=S)Nc1ccc2nc3n(c(=O)c2c1)CCCCC3 | 8 | 5 | 10 | 5 | -3 | 5 | 4 | 0 | 10
COc1ccc(Cl)cc1NC(=O)N1CCC(C)CC1 | -6 | -1 | 2 | 5 | 2 | 2 | 4 | 1 | 3
Cc1ccc(OCC(=O)NCC(=O)Nc2ccc(F)c(F)c2F)c([N+](=O)[O-])n1 | -2 | -3 | -2 | 9 | 10 | 6 | -7 | 0 | 4
CC(=O)c1ccc(Sc2ccccc2)cc1 | 3 | 7 | -1 | 2 | 4 | 0 | -3 | 3 | 6
CC1CCN(C(=O)Cn2c(=O)n(CCCC(=O)NCc3ccco3)c(=O)c3sccc32)CC1 | -7 | 6 | -2 | 2 | 2 | -1 | 2 | 0 | 4
O=C(O)C1=CC[C@@H](c2ccc(Cl)cc2)N(S(=O)(=O)c2ccc(Cl)cc2)[C@H]1c1ccc(Br)cc1 | -7 | 88* | nt | 3 | 21 | 6 | -8 | nt | nt
O=c1c(C/C=C/c2ccccc2)c(O)ccn1CCc1c[nH]c2ccccc12 | 9 | 8 | 16 | 10 | 6 | -28 | -1 | -4 | -7
COc1ccc(NC(=O)[C@H](C)NC(=O)C2CCN(S(=O)(=O)c3ccc(C)cc3)CC2)cc1OC | -2 | 6 | -1 | 3 | -7 | -5 | -6 | -1 | -2
O=S(=O)(c1ccc2nc(Nc3ccccc3)ccc2c1)N1CCCCC1 | 0 | 9 | 21 | 0 | 9 | 26 | -5 | -13 | -4
CS(=O)(=O)N(CC(=O)N1CCCC1)c1ccc(Cl)cc1 | 1 | -2 | 0 | 13 | 6 | 5 | -4 | 1 | 2
Cc1onc(-c2ccccc2)c1C(=O)N1CCN(C(=O)c2ccco2)CC1 | -10 | 1 | 11 | 6 | -4 | 16 | 2 | -2 | 0
COc1ccc(Cn2c(SC)nc3ccccc32)cc1[N+](=O)[O-] | -2 | 4 | -7 | 8 | 3 | 21 | -5 | 1 | 2
O=C(Cc1cccs1)NCc1ccncc1 | -4 | -2 | -2 | 5 | -1 | 12 | -3 | -4 | -5
CCOc1c(Br)cc(C2CC(=O)Nc3cc(OC)c(OC)cc32)cc1OC (configuration not stated) | 4 | -3 | 7 | 5 | -5 | 4 | -5 | -2 | 1
CCOC(=O)Cc1nc2nc(C)cc(C)n2n1 | 2 | 4 | -4 | 7 | 3 | 3 | -2 | -2 | -2
COc1nc(OC)nc(N2CCC(C(=O)NCc3ccco3)CC2)n1 | 6 | 1 | -3 | 4 | 3 | 13 | -5 | -2 | 4
COc1ccc(Cl)cc1NC(=O)c1[nH]c(C)c(C(C)=O)c1C | 11 | 2 | 3 | 3 | 0 | 1 | 9 | -1 | 0
Cc1ccc(C)c(N2C(=O)CC(Cc3ccccc3)C2=O)c1 (configuration not stated) | 2 | 1 | 0 | 4 | 2 | 1 | 2 | 3 | 8
COC(=O)c1c(-c2cccc(OC)c2)csc1N | 0 | 0 | 1 | 4 | 6 | 3 | -5 | 3 | -3
Cc1ccc(=O)n(C(C(=O)NCc2ccco2)C(=O)c2ccc(F)cc2)c1 (configuration not stated) | 0 | 8 | 2 | 3 | 0 | 1 | 2 | -1 | 4
Cc1cc2oc(=O)cc(CN3CCc4ccccc43)c2cc1Cl | -11 | 6 | -5 | 10 | -3 | 20 | -4 | -5 | 1
O=C(C1CCCCC1)N1CCC(c2nc3c(nnn3Cc3c(F)cccc3Cl)c(=O)[nH]2)CC1 | 6 | -1 | -2 | -3 | 5 | 11 | 4 | 4 | 2
CCOC(=O)N1CCN(C(=O)C2CCN(C(=O)c3ccc([N+](=O)[O-])cc3)CC2)CC1 | -1 | 0 | -5 | 1 | -3 | 0 | -3 | 0 | -4
COc1cccc(C(=O)NCCS(=O)(=O)NCCc2ccccc2)c1 | -4 | 7 | 4 | 6 | 2 | 9 | 2 | 2 | 7
Cc1ccc(Nc2cc(C)nn2-c2nc(C)cc(C)n2)cc1 | 22 | 1 | 5 | 1 | 21 | 11 | 1 | 2 | 0
CCOC(=O)CCNC(=O)N1CCCC(C(=O)c2cccc(Cl)c2)C1 (configuration not stated) | 6 | 4 | 3 | 13 | 0 | 19 | 1 | 2 | 2
CCn1c(SCC(=O)c2ccc(C)cc2)nnc1-c1ccncc1 | -1 | 5 | 2 | -3 | 4 | 6 | -5 | 2 | 3
O=C(COC(=O)c1ccc(F)cc1)Nc1ccccc1N1CCOCC1 | 7 | 3 | 14 | -3 | 3 | 18 | 2 | -8 | 24
Cc1ccc(C2=NN3C(C2)c2ccccc2OC32C(=O)Nc3ccccc32)cc1 (configuration not stated) | -11 | 1 | -11 | -3 | 15 | 4 | -9 | -15 | -14
(further entries)
SMILES | PAFAH2 inh | PAFAH1B2 inh | GSTO1 inh | PAFAH1B3 FP inh | pPAFAH FP inh | PREPL inhibitor | PAD4 FP inh | LYPLA1 counter | LYPLA2 inh
Cc1ccc2cc(C#N)c(SCC(=O)N3CCCc4ccccc43)nc2c1C | -5 | 0 | -3 | 6 | 0 | 10 | -2 | -1 | -2
Cc1ccc2[nH]c(=O)cc(C(=O)OCC(=O)c3ccccc3)c2c1 | -4 | 4 | -5 | 1 | 7 | 2 | -3 | 2 | 0
C(=N\Nc1nncn1/N=C/c1ccco1)/c1ccco1 | -2 | 1 | -7 | 1 | -3 | 14 | -6 | 2 | 6
COCCn1c(SCC(=O)c2ccc3c(c2)OCCO3)nnc1-c1ccco1 | -5 | -4 | 11 | -11 | 1 | 14 | 3 | 2 | 3
C/C(=N\NC(=O)c1ccc(NS(=O)(=O)c2cccs2)cc1)c1ccc2c(c1)OCO2 | -10 | 2 | 10 | 8 | 7 | 21 | 2 | 3 | 9
CCOc1ccc2nc(NC(=O)CCn3cccc3)sc2c1 | 8 | 2 | 4 | 4 | 0 | -4 | -5 | -2 | -10
CCc1ccc(NC(=O)CCS(=O)(=O)c2ccc(Br)cc2)cc1 | 6 | 19 | 1 | 3 | 13 | -33 | -3 | 1 | 3

Look-ups from the list.
C(=N\Nc1nncn1/N=C/c1ccco1)/c1ccco1 – PAFAH1B3 FP inh: 1
C/C(=N\NC(=O)c1ccc(NS(=O)(=O)c2cccs2)cc1)c1ccc2c(c1)OCO2 – PAD4 FP inh: 2

Screening data deposited in PubChem BioAssay by The Scripps Research Institute Molecular Screening Center.

The list is partial; the hit share may differ from the screen's.
